HADH2 inhib: qHTS Assay for Inhibitors of HADH2 (Hydroxyacyl-Coenzyme A Dehydrogenase, Type II); Potency, µM (doses to about 57.1 µM), without a hit: at the top dose activity change, negative = inhibition, most hits filed as inhibitors; recombinant HADH2, NADH fluorescence, beta-hydroxybutyryl-CoA; 3.4% of 73,000 active; further: potency means the concentration at half of the fitted maximal effect; on the % scale 0 is the no-effect control and ±100 the full control effect; nearly all actives have a fitted effect of over 60% in size; many of its hits are not listed in these tables
Target sequence (Q99714 whole entry, looked up, one chain of several): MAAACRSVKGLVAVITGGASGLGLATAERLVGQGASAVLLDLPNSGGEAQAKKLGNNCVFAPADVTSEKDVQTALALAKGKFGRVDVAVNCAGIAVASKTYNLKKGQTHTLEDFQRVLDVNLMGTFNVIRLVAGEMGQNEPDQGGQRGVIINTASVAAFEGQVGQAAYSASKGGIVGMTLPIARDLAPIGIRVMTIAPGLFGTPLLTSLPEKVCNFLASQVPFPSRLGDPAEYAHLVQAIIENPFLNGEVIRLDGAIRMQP
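20 nM HADH2 + cpd, 15 min RT; add 1 mM NAD+/90 uM beta-hydroxybutyryl-CoA; kinetic fluorescence 360/450 nm, 4 min. Tris-HCl pH 9.0, 0.01% Tween-20.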
Caspase-7 inhib: qHTS Assay for Allosteric/Competitive Inhibitors of Caspase-7. P55210. recombinant caspase-7, Ac-DEVD-AFC fluorescence rate. Potency, µM (doses to about 57.5 µM), inactives show at the highest dose activity change, negative = inhibition, usual class: inhibitors. 0.02% of 75,000 active. AID 889, 2007; active means well fitted inhibition curve with a large enough effect in the main read-out, with a control signal flat, not every such curve was filed as active; inconclusive means small, poorly fitted or top-dose-only effect, or a change in a side signal; further: potency means the concentration at half of the fitted maximal effect; % of control where 0% means no effect
DNA Pol III inh: qHTS Assay for Inhibitors of DNA Polymerase III Holoenzyme System; reconstituted DNA polymerase III holoenzyme replication, biochemical; Potency, µM (doses to about 57.1 µM), for inactives: at the highest dose activity change, negative = inhibition; 0.25% of 71,000 active; AID 603, 2007; further: potency means the concentration at half of the fitted maximal effect; on the % scale 0 is the no-effect control and ±100 the full control effect
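Reconstituted *E. coli* holoenzyme (0.35 nM Pol III, 1 nM beta, 154 nM SSB, 2 nM primase) was preincubated with compound for 15 min at RT. Synthesis on 1.4 nM ssM13Gori ran 35 min, then was stopped with PicoGreen/EDTA and read as dsDNA fluorescence.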
Caspase-1 inhib: qHTS Assay for Allosteric/Competitive Inhibitors of Caspase-1. P29466. Caspase-1 enzyme, Ac-WEHD-AFC fluorogenic rate. Potency, µM (series often up to 57.5 µM), for the others: at the highest dose activity change, negative = inhibition, most hits filed as inhibitors. 0.03% of 75,000 active;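 further: potency means the concentration at half of the fitted maximal effect; plate controls were vehicle for no effect and no substrate for full effect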
Rhodamine fluor: qHTS Assay for Spectroscopic Profiling in Rhodamine Spectral Region. max dye-equivalent concentration, M. Rhodamine-region fluorescence, 547/598 nm, Tris buffer; stronger effect = higher value. 0.05% of 59,000 active. AID 594, 2007; in the data active means max dye-equivalent concentration above about 11 nM; inconclusive means between about 1.1 nM and that limit
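Read-out is relative fluorescence at 547 nm excitation and 598 nm emission, expressed as dye-equivalent concentration using rhodamine standards on every plate. Each compound was profiled across a concentration series after 15 min in 100 mM Tris, pH 8.0.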
Tau filament bind: qHTS Assay for Tau Filament Binding. Microtubule-associated protein tau (Homo sapiens), P10636. recombinant tau filaments, thioflavin S fluorescence, 15 h; filaments grown with octadecylsulfate alongside compound. Potency, µM (doses to about 57.1 µM), for inactives: at the highest dose activity change, negative = inhibition. 2% of 71,000 active. AID 596, 2007;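 further: potency means the concentration at half of the fitted maximal effect; on the % scale 0 is the no-effect control and ±100 the full control effect; actives lower thioflavin S fluorescence by blocking filaments or displacing dye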
Target sequence (P10636 whole entry, looked up): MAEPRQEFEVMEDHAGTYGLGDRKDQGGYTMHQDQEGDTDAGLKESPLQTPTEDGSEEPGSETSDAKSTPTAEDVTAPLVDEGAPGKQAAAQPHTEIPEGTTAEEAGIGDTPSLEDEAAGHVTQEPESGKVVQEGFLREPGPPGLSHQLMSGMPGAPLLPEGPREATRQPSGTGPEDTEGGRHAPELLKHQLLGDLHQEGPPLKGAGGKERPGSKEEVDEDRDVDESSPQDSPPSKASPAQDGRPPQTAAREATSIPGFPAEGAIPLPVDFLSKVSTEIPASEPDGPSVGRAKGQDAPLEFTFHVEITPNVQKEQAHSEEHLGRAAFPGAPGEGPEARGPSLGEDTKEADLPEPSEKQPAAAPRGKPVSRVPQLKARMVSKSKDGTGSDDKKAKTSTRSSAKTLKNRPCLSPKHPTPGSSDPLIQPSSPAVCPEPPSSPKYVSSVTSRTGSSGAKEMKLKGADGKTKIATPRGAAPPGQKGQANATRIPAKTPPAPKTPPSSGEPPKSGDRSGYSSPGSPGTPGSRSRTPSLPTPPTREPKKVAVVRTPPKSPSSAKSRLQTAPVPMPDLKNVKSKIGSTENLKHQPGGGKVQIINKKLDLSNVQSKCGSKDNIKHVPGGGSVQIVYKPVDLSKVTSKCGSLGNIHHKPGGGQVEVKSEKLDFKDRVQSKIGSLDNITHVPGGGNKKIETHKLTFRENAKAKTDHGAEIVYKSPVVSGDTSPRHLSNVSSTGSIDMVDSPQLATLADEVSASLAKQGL
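Read-out: ThS fluorescence, 450 nm excitation/510 nm emission; lower signal marks blocked filament formation or displaced dye. Tau at 1 uM with 30 uM ODS, 10 uM ThS, 5 mM DTT, 100 mM NaCl, 10 mM HEPES pH 7.4; 15 h, 37 C.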
BRCT inh green: qHTS Assay for Inhibitors of BRCT-Phosphoprotein Interaction (Green Fluorophore). Breast cancer type 1 susceptibility protein (Homo sapiens), P38398. BRCA1 BRCT-phosphopeptide binding, green fluorescence polarization. Potency, µM (highest dose often 76.9 µM), inactives show at the highest dose activity change, negative = inhibition, actives largely listed as inhibitors. 0.05% of 75,000 active;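 further: potency means the concentration at half of the fitted maximal effect; plate controls were peptide without protein for full effect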
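Fluorescence polarization: His-tagged BRCT (~35 kDa BRCA1 C-terminus, 250 nM) bound to 100 nM fluorescein-labeled phosphorylated 10-aa BACH1 peptide, pH 7.3 phosphate buffer with DTT and Tween 20. Compounds incubated 12 min at room temperature; inhibition read as lowered polarization.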
USP2a inh: qHTS Assay for Inhibitors of Ubiquitin-specific Protease USP2a | 0.1% of 60,000 active | USP2a enzymatic assay, qHTS inhibition | Potency, µM (highest dose often 38.3 µM), for the others: at the top dose activity change, negative = inhibition, hits mostly inhibitors | Ubiquitin carboxyl-terminal hydrolase 2 (Homo sapiens), O75604 | AID 927, 2007;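 further: potency means the concentration at half of the fitted maximal effect; nearly all actives have a fitted effect of over 60% in size; plate controls were DMSO for no effect and NEM full inhibition control for full effect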
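Coupled readout: USP2-cleaved Ub-PLA2 (20nM final) turns over NBD C6-HPC (20uM final), Ex 460nm/Em 535nm after 2.5 h, time-zero read flagging artifacts. Enzyme (20nM final, pH 8.0 Tris) given 30 min RT with compound first; NEM defines full inhibition.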
15-hLO inh: qHTS Assay for Inhibitors of 15-hLO (15-human lipoxygenase); purified 15hLO-1, xylenol orange hydroperoxide absorbance; Potency, µM (highest dose often 57.1 µM), for inactives: top-dose activity change, negative = inhibition, usual class: inhibitors; AID 887, 2007; Polyunsaturated fatty acid lipoxygenase ALOX15 (Homo sapiens), P16050; 1.4% of 74,000 active; further: potency means the concentration at half of the fitted maximal effect; on the % scale 0 is the no-effect control and ±100 the full control effect; nearly all actives have a fitted effect of over 55% in size
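40 nM 15hLO-1 + cpd, 15 min RT; start w/ 50 uM AA (final), 6 min RT; stop/detect w/ 200 uM XO + 300 uM Fe(II) in 50 mM H2SO4, 30 min; A573/A405. Buffer 25 mM Hepes pH 7.5, 0.01% Triton X-100. No-enzyme wells as negative control.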
HEK293 cAMP ctrl: qHTS Assay for Agonists of the Thyroid Stimulating Hormone Receptor: Activators of Intracellular cAMP Concentrations in Parental HEK 293; parental HEK293 CNG cAMP sensor, membrane potential fluorescence; Potency, µM (top dose mostly 57.1 µM), inactives show at the top dose activation, hits mostly activators; 2.5% of 73,000 active; further: potency means the concentration at half of the fitted maximal effect; % of control where 0% means no effect; nearly all actives have a fitted effect of over 55% in size
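Counterscreen for endogenous-receptor signalling: CNG-channel HEK 293 cells report cAMP rise by membrane depolarization. After 60 min dye equilibration with 100 uM RO 20-1724, compounds incubated 30 min before bottom-read fluorescence at 590 nm.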
BRCT PPI red: qHTS Assay for Inhibitors of BRCT-Phosphoprotein Interaction (Red Fluorophore); BRCT-phosphopeptide binding, red fluorescence polarization; Potency, µM (series often up to 76.9 µM), for the others: at the highest dose activity change, negative = inhibition, most hits filed as inhibitors; 0.03% of 75,000 active; further: on the % scale 0 is the no-effect control and ±100 the full control effect
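Rhodamine-labelled pBACH1 10-mer (100 nM) bound to BRCT domain (100 nM) at pH 7.3; compounds incubated 12 min room temperature, polarization read. Free peptide defines full inhibition; unlabelled decapeptide titrated as control.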
* marks the source's active call; other numbers are inactive results; i = inactive; ? = inconclusive; / = no result given; [ ] = remark or other dose. Unless noted, the call rests on the fitted dose curve; in most records, active means well fitted curve in the direction sought with a large enough effect; inconclusive means small, poorly fitted or top-dose-only effect, or another doubt; inactive means no such curve, though single readings can be large; an effect the other way counts as inactive or inconclusive.

SMILES	HADH2 inhib	Caspase-7 inhib	DNA Pol III inh	Caspase-1 inhib	Rhodamine fluor	Tau filament bind	BRCT inh green	USP2a inh	15-hLO inh	HEK293 cAMP ctrl	BRCT PPI red
CC(C)Sc1nc2c(cnn2-c2ccccc2)c(=O)[nH]1	-11%	1%	0%	-2%	/	10%	2.3%	/	13%	13%	0.8%
CCc1cccc(NC(=O)Nc2cccs2)c1	-22%	-5%	-4%	-3%	i	?	3.3%	23%	13µM*	-7%	-1.3%
N#Cc1cccc(C(c2nnnn2Cc2ccccc2)N2CCCC2)c1 (stereo not drawn)	-1%	-1%	0%	-8%	i	-7%	-0.1%	8%	1%	15%	-1.2%
COC(=O)CN(c1ccccc1)S(=O)(=O)c1ccc(F)cc1	0%	2%	-3%	-1%	i	-9%	-3.1%	-5%	-1%	14%	-1.2%
CCCCCCn1c(CN2CCCCC2C)nc2c1c(=O)n(C)c(=O)n2C (stereo not drawn)	0%	-3%	1%	0%	i	11%	-4.5%	6%	0%	29%	-1.5%
CCCCOc1ccc(Cl)cc1CSc1nncn1N	5%	-1%	-1%	-3%	i	0%	-1.2%	15%	-1%	9%	-0.6%
O=C(NCc1nc2ccccc2[nH]1)c1cccs1	4%	0%	-6%	-2%	/	-24%	0.0%	/	-1%	5µM*	-0.6%
CCOC(=O)C(Oc1ccc(=O)n(-c2ccccc2)n1)C(C)=O (stereo not drawn)	-19%[11.4 µM]	-3%	-7%[11.4 µM]	1%	/	-10%[11.4 µM]	0.2%	2%[7.66 µM]	1%[11.4 µM]	21%[11.4 µM]	1.0%
O=C(CSc1nc2ccccc2c(=O)n1-c1ccccc1)NCc1ccco1	-1%	0%	-6%	-2%	i	-6%	0.2%	17%	7%	25µM*	0.0%
C[C@@H]1CCCC(CC(=O)O)(CC(=O)O)C1	14%[11.4 µM]	1%[11.5 µM]	-12%[11.4 µM]	0%[11.5 µM]	i	-1%[11.4 µM]	-1.0%[15.4 µM]	/	-1%[11.4 µM]	12%[11.4 µM]	1.1%[15.4 µM]
Cc1ccc(C)c(/C(O)=C2/C(=O)C(=O)N(CCN3CCOCC3)C2c2ccco2)c1 (stereo not drawn)	?	-4%	-27%	-6%	i	4%	-0.7%	1%	-9%	12%	-3.1%
CCCOC(=O)c1ccc(NC(=O)C2CCCO2)cc1 (stereo not drawn)	?	-2%	3%	1%	i	-1%	1.7%	7%	-5%	7%	0.5%
COc1ccc(-c2oc(/N=C/N3CCOCC3)c(C#N)c2-c2ccc(OC)cc2)cc1	-6%	1%	-1%	-6%	/	1µM*	-0.2%	19%	-30%	-12%	0.4%
CC(C)(C)NC(=O)Cn1c(SCC(=O)NC2CCCCC2)nc2ccccc21	0%	0%	-2%	0%	i	-6%	-0.4%	7%	-1%	21%	0.6%
COc1ncc2nc(-c3ccc(F)cc3)c(=O)n(C)c2n1	?	-11%	-2%	-5%	i	204%	-1.7%	8%	2%	4%	0.1%
Cc1cnc(C(=O)Nc2ccccc2C(=O)N2CCOCC2)cn1	2%	6%	2%	1%	i	0%	-3.7%	-5%	12%	-4%	-1.2%
COc1ccc(CN2C(=O)c3ccccc3C2C(=O)NCC2CCCO2)c(OC)c1 (stereo not drawn)	-3%	-1%	-5%	2%	i	5%	-0.1%	-2%	4%	4%	0.5%
CCOC(=O)N1CCN(C(=O)c2ccc3nc(N4CCCCC4)sc3c2)CC1	-11%	-1%	-1%	2%	i	6%	-1.1%	1%	-1%	1%	0.2%
Nc1nc(Cl)c2ncn(C3OC(CO)C(O)C3O)c2n1 (stereo not drawn)	/	1%	/	3%	/	/	-2.1%	-4%	30%[activator]	/	1.7%
Cc1ccc(Nc2nc(C(=O)NCCCN3CCOCC3)cs2)cc1	5%	-2%	-8%	1%	i	-1%	-0.9%	6%	3%	-5%	1.1%

3 records picked at random from the list so far, as already listed:
SMILES	HADH2 inhib	Caspase-7 inhib	DNA Pol III inh	Caspase-1 inhib	Rhodamine fluor	Tau filament bind	BRCT inh green	USP2a inh	15-hLO inh	HEK293 cAMP ctrl	BRCT PPI red
COc1ncc2nc(-c3ccc(F)cc3)c(=O)n(C)c2n1	?	-11%	-2%	-5%	i	204%	-1.7%	8%	2%	4%	0.1%
CC(C)(C)NC(=O)Cn1c(SCC(=O)NC2CCCCC2)nc2ccccc21	0%	0%	-2%	0%	i	-6%	-0.4%	7%	-1%	21%	0.6%
COc1ccc(CN2C(=O)c3ccccc3C2C(=O)NCC2CCCO2)c(OC)c1 (stereo not drawn)	-3%	-1%	-5%	2%	i	5%	-0.1%	-2%	4%	4%	0.5%

Next part:
SMILES	HADH2 inhib	Caspase-7 inhib	DNA Pol III inh	Caspase-1 inhib	Rhodamine fluor	Tau filament bind	BRCT inh green	USP2a inh	15-hLO inh	HEK293 cAMP ctrl	BRCT PPI red
CC(=O)Oc1ccccc1C(=O)Oc1ccc(/C=N/n2cnnc2)cc1	-3%	-1%	-2%	0%	/	7%	2.6%	13%	7%	2%	-0.7%
CC(C)c1ccc(NC(=O)C2CCCCC2C(=O)O)cc1 (stereo not drawn)	2%[11.4 µM]	1%	0%[11.4 µM]	0%	/	0%[11.4 µM]	-3.3%	1%[7.66 µM]	1%[11.4 µM]	12%[11.4 µM]	-0.4%
N#Cc1cccc(NC(=O)N2CCC3(CC2)CCN(C(=O)c2cnccn2)CC3)c1	6%	1%	-8%	-4%	i	-5%	0.1%	29%	0%	-3%	-5.0%
CCCCC(=O)NCCc1ccc(S(N)(=O)=O)cc1	?	-10%	-4%	-1%	i	2%	-0.2%	-4%	2%	5%	0.1%
CC1=C(C(N)=O)C(c2cccc(O)c2)n2nc(CCCO)nc2N1 (stereo not drawn)	-7%	0%	-5%	0%	/	-10%	0.0%	/	5%	0%	-0.6%
CCN1CCN(c2ncc(C(=O)N3CCN(c4ccccc4OC)CC3)c3ccccc23)CC1	-5%	4%	0%	-1%	i	16%	-1.4%	16%	-2%	19%	1.5%
CSC1=NCCN1C(=O)c1ccc(S(=O)(=O)N2CCOCC2)cc1	-8%	-3%	-4%	-5%	/	1%	1.9%	/	1%	-3%	-1.3%
O=C(Nc1ccccn1)C1CCN(S(=O)(=O)c2cccs2)CC1	13%	0%	2%	2%	i	3%	-1.6%	10%	-4%	?	-0.3%
Cc1nc(N2CCc3ccccc3C2)[nH]c(=O)c1CCC(C)C	-7%	-1%	-3%	-3%	i	-2%	-1.3%	2%	-3%	2%	-0.2%
O=C(CCNc1n[nH]c(=O)[nH]c1=O)N1CCOCC1	-2%	2%	-1%	1%	i	-7%	-1.4%	3%	-5%	2%	1.6%
CC(=O)Nc1ccc(N2C(=O)CSC2c2ccc(F)cc2)cc1 (stereo not drawn)	-10%	0%	4%	0%	i	-51%	0.8%	6%	0%	0%	-0.6%
COc1ccccc1NC(=O)N(Cc1ccccc1)c1ccccn1	-14%	-1%	4%	-5%	i	9%	-3.4%	-12%	?	?	-4.9%
CC(=O)Oc1ccc(CCC(C)OC(C)=O)cc1 (stereo not drawn)	0%	1%	2%	1%	/	-29%	-1.6%	-8%	10%	1%	-1.2%
CCOC(=O)CC1Sc2ccccc2NC1=O (stereo not drawn)	?	0%	-1%	0%	i	7%	-1.7%	-2%	-11%	?	-0.4%
CCCCCc1nc2c(=O)[nH]c3ccccc3c2o1	-19%	2%	3%	0%	i	3%	-0.7%	3%	-5%	9%	0.8%
COc1ccc(-n2c(=O)c3ccccc3n(CC(=O)NC3CCCC3)c2=O)cc1	5%	-1%	-2%	3%	i	2%	0.6%	0%	7%	8%	-0.3%
CC1CCN(S(=O)(=O)Cc2ccccc2Cl)CC1	4%	-1%	-2%	0%	i	-1%	-0.7%	2%	0%	15%	-0.1%
COC(C(=O)Nc1cccc(F)c1)c1ccccc1 (stereo not drawn)	-1%	0%	1%	-1%	/	-9%	-0.7%	12%	-7%	8%	1.4%
Cc1ccc(NS(=O)(=O)c2ccc3c(c2)c(=O)n(C)c(=O)n3C)cc1F	10%	-3%	1%	-3%	i	13%	-1.5%	16%	-12%	1%	-2.2%

A portion of the library (hit frequency here may not be typical).
